# Assay outcomes (PubChem BioAssay)
# FBW7 activator = FBW7 E3 ligase activators, primary screen, biochemical, AlphaScreen, human. F-box/WD repeat-containing protein 7 (Homo sapiens), Q969H0. AlphaScreen FBW7–phospho-cyclin E peptide binding, activator screen. normalized activity (activation), % at 26.1 µM. hit rate 0.13% among 650,000. AID 1259310, 2017; in the data active means normalized activity above about 1.9%;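 further: purified mutant Fbw7 with reduced substrate affinity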
# MITF primary = MITF inhibitors, primary screen, biochemical, AlphaScreen, human | hit rate 0.91% among 650,000 | AlphaScreen MITF homodimerization, bead proximity signal | Microphthalmia-associated transcription factor (Homo sapiens), O75030 | inhibition, % at 2.6 µM; in the data active means inhibition above about 50%;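 further: 0% = vehicle wells with protein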
# Target sequence (O75030 whole entry, looked up): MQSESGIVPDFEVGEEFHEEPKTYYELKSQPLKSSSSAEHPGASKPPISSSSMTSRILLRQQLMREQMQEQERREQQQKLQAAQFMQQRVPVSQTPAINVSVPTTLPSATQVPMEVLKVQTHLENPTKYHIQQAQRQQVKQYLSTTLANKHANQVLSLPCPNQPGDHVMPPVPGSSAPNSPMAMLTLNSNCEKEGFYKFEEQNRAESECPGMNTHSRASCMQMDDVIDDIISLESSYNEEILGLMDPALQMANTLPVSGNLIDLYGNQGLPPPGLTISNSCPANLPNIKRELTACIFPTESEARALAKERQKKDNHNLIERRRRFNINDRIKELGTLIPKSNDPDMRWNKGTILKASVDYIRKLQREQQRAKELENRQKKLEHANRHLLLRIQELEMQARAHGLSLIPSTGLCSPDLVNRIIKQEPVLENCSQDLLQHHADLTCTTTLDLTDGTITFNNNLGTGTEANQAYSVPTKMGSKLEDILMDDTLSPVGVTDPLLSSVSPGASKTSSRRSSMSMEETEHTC
# GPR151 activ = activators of human GPR151, primary screen, cell-based, PathHunter beta-arrestin, luminescence; G-protein coupled receptor 151 (Homo sapiens), Q8TDV0; PathHunter beta-arrestin GPR151 cells; activation, % at 11.2 µM; hit rate 1% among 650,000; AID 1508602, 2020; in the data active means activation above about 4.9%;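 further: 0% = median of compound wells and 100% = cells with positive control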
# Target sequence (Q8TDV0 whole entry, looked up): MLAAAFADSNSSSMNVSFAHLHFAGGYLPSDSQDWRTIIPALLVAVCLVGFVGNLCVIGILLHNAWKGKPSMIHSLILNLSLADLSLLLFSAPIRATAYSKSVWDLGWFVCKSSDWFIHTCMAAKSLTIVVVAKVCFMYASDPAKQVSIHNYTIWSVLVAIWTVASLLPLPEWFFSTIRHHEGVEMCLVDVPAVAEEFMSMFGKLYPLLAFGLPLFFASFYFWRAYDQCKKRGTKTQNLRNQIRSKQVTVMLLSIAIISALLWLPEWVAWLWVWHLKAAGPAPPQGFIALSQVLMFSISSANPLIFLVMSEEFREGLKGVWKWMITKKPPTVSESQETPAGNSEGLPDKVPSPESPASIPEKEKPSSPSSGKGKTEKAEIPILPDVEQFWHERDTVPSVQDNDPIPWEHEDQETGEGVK
# TEAD-YAP inh = TEAD-YAP interaction inhibition, primary screen, TEAD-YAP interaction inhibitor project, luminescence, HEK-TIYL cells | hit rate 1.4% among 640,000 | inhibition, % at 9.12 µM | TEAD-Gal4/YAP UAS-luciferase luminescence; in the data active means inhibition above about 32%;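 further: 0% = median of test compound wells and 100% = reference inhibitor wells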
# Numbers without * were called inactive; . = no result given.
1. O=C(O)CC1S/C(=N/N=C/c2cccc(OC(=O)c3cccc(F)c3)c2)NC1=O (stereo not given)
2. O=C(CCCCCn1c(=S)[nH]c2cc3c(cc2c1=O)OCO3)NCc1ccc2c(c1)OCO2
3. COc1cccc(-n2c(/C=C3\C(=O)N(C)c4ccc(Br)cc43)nc3ccccc3c2=O)c1
4. COc1cccc(C2(NC(=O)CCn3c(=O)oc4ccccc43)CCCC2)c1
5. O=C(NCc1ccc2c(c1)OCO2)c1cc2n(n1)C(C(F)(F)F)CC(c1ccc3c(c1)OCO3)N2 (stereo not given)
entry no.	1	2	3	4	5
FBW7 activator	-0.2	-0.1	0.0	0.0	0.0
MITF primary	19	-1	10	12	17
GPR151 activ	-0.3	0.8	-0.8	0.9	0.8
TEAD-YAP inh	11	3	9	8	-4

6. C=CCOC(=O)C1=C(C)NC2=C(C(=O)CCC2)C1c1cccc(OC)c1OC (stereo not given)
7. CCCN=C(N)NCCCC(N)C(=O)O (stereo not given)
8. COCCCNC(=O)c1cnc2ccccn12
9. C=CCn1c(SCC(=O)Nc2ccc(OCC)cc2)nc2sc3c(c2c1=O)CCCC3
10. CCCCC(CC)C(=O)Nc1nnc(C(C)C)s1 (stereo not given)
entry no.	6	7	8	9	10
FBW7 activator	1.1	0.0	-0.2	0.1	0.1
MITF primary	14	-12	-3	-2	10
GPR151 activ	-0.3	-1.3	0.3	0.1	0.7
TEAD-YAP inh	-2	.	3	0	12

11. Cc1cccc(-c2nsc(SCC(=O)NCC3CCCO3)n2)c1 (stereo not given)
12. CC1=C(C(=O)OC(C)C)C(c2cccc(F)c2)N2C(=O)CCSC2=N1 (stereo not given)
13. Cc1cnc(Nc2ccc(-n3ccnc3)cc2)nc1NCc1cccnc1
14. COc1cc(NC(=O)c2ccccc2)c(OC)cc1NC(=O)Cc1ccccc1
15. O=C(CNC(=O)c1ccccc1F)N=Nc1c(O)[nH]c2ccc([N+](=O)[O-])cc12
entry no.	11	12	13	14	15
FBW7 activator	-0.1	0.1	-0.1	-0.2	0.0
MITF primary	11	-10	2	3	9
GPR151 activ	-1.7	-0.6	2.5	-0.2	-0.6
TEAD-YAP inh	-2	1	4	-6	9

16. COc1cccc(CNc2nc(C)c(-c3ccn(CC4CCCCO4)n3)s2)c1 (stereo not given)
17. N=C1c2ccccc2CN1NC(=O)COc1cccc(C(F)(F)F)c1
18. C/C=N/N=C1/NC(=O)C(CC(=O)Nc2ccc(Cl)c(Cl)c2)S1 (stereo not given)
19. CC(=O)c1cccc(-c2ncc(C(=O)NC3CCN(Cc4ccccc4)CC3)s2)c1
20. Clc1ccc(-n2ccc3ccccc32)cc1
entry no.	16	17	18	19	20
FBW7 activator	0.5	0.1	-0.1	0.2	0.0
MITF primary	2	5	14	10	2
GPR151 activ	-1.1	1.2	0.2	-0.3	-0.3
TEAD-YAP inh	1	14	4	3	-2

21. Nc1c(Cl)c(Br)cc2c1C(=O)c1ccccc1C2=O
22. C/C(CC(=O)Nc1cccc(Cl)c1C)=N\NC(=O)C(=O)Nc1ccc(C)cc1
23. COc1ccc(OC)c(C2C(C(C)=O)=C(O)C(=O)N2CCN2CCOCC2)c1 (stereo not given)
24. O=C(NC1CCN(Cc2ccccc2)CC1)c1csc(Nc2ccc(C(F)(F)F)cc2)n1
25. CCOc1cc(/C=C2/C(=O)N(c3ccccc3)N=C2C)cc(Br)c1OCCOc1ccc(C)cc1
entry no.	21	22	23	24	25
FBW7 activator	0.0	0.3	0.1	0.0	0.1
MITF primary	8	-10	-7	-6	-3
GPR151 activ	2.3	1.6	-0.3	-0.4	1.4
TEAD-YAP inh	11	-14	1	2	-2

26. CCc1ccccc1NC(=S)N(Cc1ccc(Cl)cc1)CC1CCC(C(=O)O)CC1 (stereo not given)
27. CCOc1ccc(C(=O)N2CCC(Cc3ccccc3)CC2)cc1
28. COCC(C)n1c(C)cc(C(=O)CSc2nnc(-c3cccs3)o2)c1C (stereo not given)
29. Cc1ccc(NC(=O)c2nnn(Cc3cccc(C(F)(F)F)c3)c2N)cc1
30. O=C(NC(c1ccccc1)c1c(O)ccc2ccccc12)c1ccc(Br)cc1 (stereo not given)
entry no.	26	27	28	29	30
FBW7 activator	0.3	0.2	0.0	0.1	0.0
MITF primary	12	10	13	11	-8
GPR151 activ	-1.4	-2.3	1.2	1.7	2.2
TEAD-YAP inh	-7	-1	-1	-9	-5

31. O=C1OC(c2ccco2)=N/C1=C\c1ccc(Cl)cc1
32. CCCCNC(=O)Cc1cccc(C(F)(F)F)c1
33. COc1ccc(Cl)cc1S(=O)(=O)N1CCN(C(=O)c2cc(OC)c(OC)c(OC)c2)CC1
34. CCCCN(CC)CCNC(=O)c1cc2c(C)nc3ccccc3c2o1
35. COc1cccc(N2C(=O)C3C4C=CC(C(OC(C)=O)OC(C)=O)(O4)C3C2=O)c1 (stereo not given)
entry no.	31	32	33	34	35
FBW7 activator	0.5	-0.1	-0.1	0.1	-0.1
MITF primary	10	29	0	1	-11
GPR151 activ	-0.5	1.1	-0.4	0.5	-1.4
TEAD-YAP inh	5	-5	-13	2	-8

36. CCCCn1c(SCc2ccccc2)nc2sc3c(c2c1=O)CCC3
37. C/C=C/c1ccc(OCCNCC(C)O)c(OC)c1 (stereo not given)
38. Cn1nc(N)c2cc(S(C)(=O)=O)c(-c3ccc(Cl)cc3)nc21
39. NC(=O)CSc1ccc2nnc(-c3cccs3)n2n1
40. O=C(NC1(c2ccc3c(c2)OCO3)CCCC1)c1cncnc1
entry no.	36	37	38	39	40
FBW7 activator	1.0	-0.1	0.1	0.1	-0.2
MITF primary	17	47	7	3	-7
GPR151 activ	-0.4	-0.5	1.0	-0.3	-0.9
TEAD-YAP inh	11	-11	-8	5	-7

41. CN(C)Cc1cc(CN(C)C)c(O)c(-c2ccccc2)n1
42. O=C(O)CC(C(=O)O)N1C(=O)/C(=C\C(Cl)=C/c2ccc([N+](=O)[O-])cc2)SC1=S (stereo not given)
43. CC(=O)Nc1cc(Br)ccc1[N+](=O)[O-]
44. O=C(CCc1nnc(CCCc2ccccc2)o1)N1CCCCC1CCO (stereo not given)
45. CCOc1ccccc1NC(=O)c1ccc(F)c(S(=O)(=O)N2CCc3ccccc32)c1
entry no.	41	42	43	44	45
FBW7 activator	0.7	-0.8	0.3	-0.1	0.0
MITF primary	7	-2	5	9	-4
GPR151 activ	-0.6	-0.7	-0.6	-2.4	-0.7
TEAD-YAP inh	10	-4	10	-36	0

# Structures above with a CF3 group:
5. O=C(NCc1ccc2c(c1)OCO2)c1cc2n(n1)C(C(F)(F)F)CC(c1ccc3c(c1)OCO3)N2 (stereo not given)
17. N=C1c2ccccc2CN1NC(=O)COc1cccc(C(F)(F)F)c1
24. O=C(NC1CCN(Cc2ccccc2)CC1)c1csc(Nc2ccc(C(F)(F)F)cc2)n1
29. Cc1ccc(NC(=O)c2nnn(Cc3cccc(C(F)(F)F)c3)c2N)cc1
32. CCCCNC(=O)Cc1cccc(C(F)(F)F)c1
entry no.	5	17	24	29	32
FBW7 activator	0.0	0.1	0.0	0.1	-0.1
MITF primary	17	5	-6	11	29
GPR151 activ	0.8	1.2	-0.4	1.7	1.1
TEAD-YAP inh	-4	14	2	-9	-5

# (continued)
46. Cc1cccc(NC(=O)COc2ccc(Br)cc2)c1
47. O=C(Cn1c(=O)oc2ccccc21)NCCN1Cc2ccccc2OC(c2ccccc2)C1 (stereo not given)
48. CCOC(=O)c1ccc(NC(=O)CC2C(=O)N(c3ccc(C(=O)OCC)cc3)C(=S)N2CCCN2CCN(CC)CC2)cc1 (stereo not given)
49. O=C(COC(=O)c1cc(-c2ccc(Br)cc2)nc2ccccc12)c1ccccc1
50. Cc1ccc(CNC(=O)c2ccccc2NC(=O)CSc2nnnn2C)cc1
entry no.	46	47	48	49	50
FBW7 activator	0.3	0.1	0.1	0.1	-0.1
MITF primary	8	3	-1	16	-1
GPR151 activ	2.9	1.3	2.1	0.4	-1.5
TEAD-YAP inh	-38	5	7	1	1

51. O=C(CN(Cc1ccc(F)cc1)S(=O)(=O)c1ccccc1)N1CCCCC1
52. CCOC(=O)C1=CC(O)=CC2(O1)N(C)c1ccccc1C2(C)C (stereo not given)
53. O=[N+]([O-])c1cccc(-c2noc(COc3cccc4ccccc34)n2)c1
54. O=C(c1cc(Nc2ccc3[nH]ncc3c2)ccn1)N1CCOCC1
55. Cc1ccc(C2N=C(c3cccs3)CC(c3ccccc3O)N2)cc1 (stereo not given)
entry no.	51	52	53	54	55
FBW7 activator	0.0	0.0	0.0	-0.5	-0.1
MITF primary	8	2	14	-5	12
GPR151 activ	-0.8	2.8	0.9	-0.5	-0.5
TEAD-YAP inh	-19	2	2	-5	-20

56. CC1(C)C2CCC1(CS(=O)(=O)NCCCCCC(=O)O)C(=O)C2 (stereo not given)
57. NC(CCC(=O)OC1CCCCC1)C(=O)OC1CCCCC1 (stereo not given)
58. CCOc1ccc2nc(C)cc(Nc3cccc(Cl)c3C)c2c1
59. CC(=O)Oc1ccc([C@@H]2[C@@H](C(C)=O)N3c4ccccc4C=C[C@@H]3C2(C#N)C#N)cc1
60. Cc1cc(=O)oc2cc(OCC(=O)Nc3cccc4cccnc34)ccc12
entry no.	56	57	58	59	60
FBW7 activator	0.0	0.2	-0.1	-0.3	-0.2
MITF primary	-19	-2	3	1	9
GPR151 activ	0.7	0.0	0.3	-0.2	-0.3
TEAD-YAP inh	3	7	11	1	1

61. CN(C)CCOc1cc(-c2cn[nH]c2)c(F)cc1NC(=O)C1COc2ccc(Cl)cc2C1 (stereo not given)
62. COc1ccccc1N1CCN(C(=O)CN(c2ccccc2)S(C)(=O)=O)CC1
63. COc1ccc(C=C2C(=O)NC(=S)NC2=O)c(OC)c1OC
64. Cc1cccc(C)c1OCC(=O)Nc1ccccc1C(=O)Nc1ccc(C(=O)O)cc1
65. COc1cccc(CNC(=S)Nc2cc(OC)ccc2OC)c1
entry no.	61	62	63	64	65
FBW7 activator	0.0	-0.1	-0.2	0.0	0.1
MITF primary	-6	-6	-2	-11	-4
GPR151 activ	2.8	0.6	-0.9	-0.1	2.2
TEAD-YAP inh	-6	-2	2	-7	0

66. NC(=O)C(C(=O)CN1CCOCC1)c1ccccc1 (stereo not given)
67. COc1ccc(-c2cnn(Cc3ccccc3)c2)cc1
68. COc1ccc(NC(=O)C2(NC(=O)c3ccc(-n4cnnn4)cc3)CCCCC2)cc1
69. CN(Cc1ccno1)C(=O)CC1C(=O)NCCN1Cc1ccc2ccccc2c1 (stereo not given)
70. COc1ccc(/C(N)=N/OC(=O)CCC2CCCC2)cc1
entry no.	66	67	68	69	70
FBW7 activator	0.1	0.7	0.0	0.2	0.3
MITF primary	-14	6	4	13	-1
GPR151 activ	-1.4	-1.1	-0.2	2.8	-0.2
TEAD-YAP inh	-4	-30	12	5	2

71. Cc1ccccc1-n1nc2c(c1NC(=O)C13CC4CC(CC(C4)C1)C3)CS(=O)(=O)C2
72. NC(=O)CSc1ncnc2sc(-c3ccccc3)cc12
73. Cc1cc(=O)[nH]c(NNC(=O)NC2CCCCC2)n1
74. CCOC(=O)C1CCCCN1C1CCN(c2ccc(C(=O)NC3CCCC3)cc2)CC1 (stereo not given)
75. O=C(N/N=C\c1cc([N+](=O)[O-])ccc1N1CCOCC1)c1ccccn1
entry no.	71	72	73	74	75
FBW7 activator	0.0	0.1	-0.3	0.2	0.0
MITF primary	0	8	-10	-1	10
GPR151 activ	1.7	1.3	-1.0	1.5	-0.6
TEAD-YAP inh	-12	-7	11	-2	-38

76. CC(NC(=O)c1cncc(Br)c1)c1ccc(F)cc1 (stereo not given)
77. Cc1cc([N+](=O)[O-])ccc1NC(=O)/C(C#N)=C/c1ccc(OCC(N)=O)cc1
78. COc1ccc(N2C(=O)C3C4c5ccccc5C(C)(c5ccccc54)C3C2=O)cc1 (stereo not given)
79. O=C(c1cccc(Br)c1)N1c2ccccc2Sc2ccccc21
80. CC1(C)C(=O)N(c2ccccc2)C1c1ccccc1O (stereo not given)
entry no.	76	77	78	79	80
FBW7 activator	0.5	-0.1	-0.2	-0.2	0.1
MITF primary	13	-11	0	-7	10
GPR151 activ	-2.6	0.1	-1.0	0.7	0.3
TEAD-YAP inh	7	-3	4	2	1

81. Cc1cc(NS(=O)(=O)Cc2ccccc2)cc(C)c1OCC(=O)N1CCOCC1
82. Cc1cnc(NC(=O)Cc2ccsc2)s1
83. CCc1ccccc1NC(=O)C1CCCN(c2nc(-c3ccc(OC)cc3)no2)C1 (stereo not given)
84. CCN(CC)c1ncnc2sc(C(=O)N3CC(C)CC(C)C3)c(C)c12 (stereo not given)
85. C=C(C)Cn1c(N(C)C)nc2c1c(=O)n(C)c(=O)n2C
entry no.	81	82	83	84	85
FBW7 activator	-0.1	-0.1	-0.1	0.0	-0.3
MITF primary	-13	4	-4	-10	3
GPR151 activ	2.0	6.3*	1.6	-0.7	-0.7
TEAD-YAP inh	-3	-1	0	-16	-6

86. CCC(C)CN1CCC(C2(Cc3cccc(F)c3)NC(=O)N(CCOC)C2=O)CC1 (stereo not given)
87. COc1ccc(C2C(C(=O)N3CCC(C(N)=O)CC3)c3ccccc3C(=O)N2Cc2ccc(F)cc2)cc1 (stereo not given)
88. COc1ccc(CCNC(=O)C2CCCNC2=O)cc1OC (stereo not given)
89. COc1ccc(C(=O)CSc2nnc3ncccn23)cc1
entry no.	86	87	88	89
FBW7 activator	0.1	-0.1	-0.1	0.0
MITF primary	-4	-2	2	2
GPR151 activ	0.6	1.2	-0.6	-0.1
TEAD-YAP inh	14	-8	-1	-32
